# M4 PAM: potentiates acetylcholine response at human M4 receptor. AID 624126. activation, % at 3 µM. CHO-K1 hM4/Gqi5, Fluo-8 calcium fluorescence, ACh EC20; 0% = ACh EC20, 100% = maximal ACh. P08173. 360,000 compounds, 0.4% hits;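 active means activation above its plate's cutoff, the mean activation of sample wells plus 3 SD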; further: some results filed as inactive read as strong as hits
# Target sequence (P08173 whole entry, looked up): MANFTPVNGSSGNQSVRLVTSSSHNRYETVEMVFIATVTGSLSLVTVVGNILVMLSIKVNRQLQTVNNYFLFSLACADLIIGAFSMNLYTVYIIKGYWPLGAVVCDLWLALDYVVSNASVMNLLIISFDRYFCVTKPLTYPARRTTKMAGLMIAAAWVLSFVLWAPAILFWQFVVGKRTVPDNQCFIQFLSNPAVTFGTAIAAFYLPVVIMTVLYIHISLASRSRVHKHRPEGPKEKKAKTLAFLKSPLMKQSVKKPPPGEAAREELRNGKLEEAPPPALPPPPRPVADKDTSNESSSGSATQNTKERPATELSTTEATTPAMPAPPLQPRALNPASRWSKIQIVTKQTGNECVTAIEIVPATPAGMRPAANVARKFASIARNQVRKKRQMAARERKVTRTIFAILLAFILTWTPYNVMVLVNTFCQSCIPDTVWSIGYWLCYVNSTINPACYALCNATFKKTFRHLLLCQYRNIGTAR
# CRFR2-BP ag: CRF-BP/CRF-R2 complex agonism. activation, % at 13.2 µM. AID 588473. 350,000 compounds, 0.46% hits. HEK293 CRF-R2/CRF-BP, calcium dye fluorescence (FLIPR); percent of saturating CRF peptide response;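 active means activation of at least 50%, plus an integration ratio under a set limit after plate pattern correction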;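 further: plate controls were neutral control wells without compound for no effect and CRF at EC100 for full effect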
# M5 PAM: positive allosteric modulators of human muscarinic M5 receptor. CHO-K1 hM5, Fluo-8 calcium, ACh EC20 PAM; 0% = ACh EC20, 100% = ACh EC100. 360,000 compounds, 0.3% hits. AID 624038. activation, % at 3 µM. P08912;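 active means activation above the run cutoff, the mean activation of all test compounds plus 3 SD, cut at about 18% in these data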
#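 Assay system: CHO-K1 hM5 cells. Also added: acetylcholine at EC20 concentration, added after compound. Dosing: 3 µM, single dose. Times: compound preincubation 140 s before EC20 acetylcholine addition. Signal: Fluo-8 calcium fluorescence. Measure: % activation relative to EC20 and EC100 ACh responses. Repeats: singlicate, one well per test compound.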
# M1 PAM: potentiates human M1 receptor response to acetylcholine. P11229. CHO-K1 hM1, Fluo-8 calcium fluorescence, ACh EC20; 0% = ACh EC20, 100% = maximal ACh. activation, % at 3 µM. 360,000 compounds, 0.088% hits; in the data active means activation above about 19%, passing the limit was not always enough
# Target sequence (P11229 whole entry, looked up): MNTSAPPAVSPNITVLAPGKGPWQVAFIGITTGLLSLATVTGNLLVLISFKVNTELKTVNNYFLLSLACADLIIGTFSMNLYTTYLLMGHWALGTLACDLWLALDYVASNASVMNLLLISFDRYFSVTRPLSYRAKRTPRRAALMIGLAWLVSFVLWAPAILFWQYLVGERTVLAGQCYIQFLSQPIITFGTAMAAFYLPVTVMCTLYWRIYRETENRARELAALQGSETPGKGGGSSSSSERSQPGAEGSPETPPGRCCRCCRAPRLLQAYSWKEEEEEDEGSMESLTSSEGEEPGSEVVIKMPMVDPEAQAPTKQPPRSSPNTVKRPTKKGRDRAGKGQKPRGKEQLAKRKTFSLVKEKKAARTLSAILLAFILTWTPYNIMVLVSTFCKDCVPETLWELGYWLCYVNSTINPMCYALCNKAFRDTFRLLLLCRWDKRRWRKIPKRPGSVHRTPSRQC
# M5 antag: CHRM5 antagonism in calcium assay | CHO-hM5 cells, Fluo-8 calcium fluorescence, ACh EC80 | inhibition, % at 3 µM | 360,000 compounds, 0.59% hits | AID 624040 | P08912;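 active means inhibition above a per-plate cutoff, the mean of that plate's test compounds plus 3 SD, cut at about 27% in these data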;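 further: 0% = acetylcholine EC80 with DMSO and 100% = DMSO without agonist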
# CHRM1 antagonist: human CHRM1 antagonism | P11229 | CHO-K1 hM1, Fluo-8 calcium fluorescence, ACh EC80 antagonist | inhibition, % at 3 µM | 360,000 compounds, 1.3% hits | AID 588852;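 active means percent inhibition above its own plate's cutoff, namely the mean of that plate's compound wells plus 3 SD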;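 further: peak over basal fluorescence ratio during 140 s after agonist addition; 0% = ACh EC80 plus DMSO and 100% = DMSO alone without agonist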
# M4 ag: agonists of human muscarinic M4 receptor (CHRM4); P08173; CHO-K1 hM4/Gqi5, Fluo-8 calcium fluorescence; vehicle 0%, full acetylcholine response 100%; activation, % at 3 µM; 360,000 compounds, 0.14% hits;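 active means activation above the run mean over all test wells plus 3 SD, cut at about 32% in these data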;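 further: peak over basal fluorescence ratio per well then scaled between controls; 0% = DMSO wells and 100% = acetylcholine at EC100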
# M4 antag: blocks acetylcholine activation of human M4 receptor | CHO-hM4 cells, ACh EC80, Fluo-8 calcium fluorescence | inhibition, % at 3 µM | 360,000 compounds, 0.73% hits;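 active means inhibition above its plate's cutoff, the mean inhibition of sample wells plus 3 SD, cut at about 27% in these data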;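 further: 0% = acetylcholine EC80 with DMSO and 100% = DMSO without agonist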
# CHRM5 agonist: agonists of human muscarinic M5 receptor (CHRM5) | activation, % at 3 µM | P08912 | 360,000 compounds, 0.19% hits | CHO-K1 hM5 cells, Fluo-8 calcium fluorescence; 0% DMSO wells, 100% maximal acetylcholine response;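 active means activation above the run's mean over test compounds plus 3 SD, cut at about 23% in these data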;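 further: signal is peak over basal fluorescence ratio across the kinetic read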
# An asterisk follows results filed as active; . = no result given. Not a hit list; any-hit rate near 2.8%.
# The first 6 compounds, to show the layout:
M4 antag	CHRM1 antagonist	M5 PAM	CRFR2-BP ag	M4 PAM	M1 PAM	CHRM5 agonist	M4 ag	M5 antag	smiles
1	-19	0	-0.3	1	0	1	0	2	C[C@@H]1CCC[C@H](C)N1NC(=O)c1ccc(Cl)c(S(N)(=O)=O)c1
-14	-5	-4	-3.6	2	4	-1	1	-5	C=CCOc1ccc(C2NC(=S)NC3=C2CCc2ccccc23)cc1 (centres undefined)
-4	-8	-1	6.7	6	4	0	1	0	O=C(NNc1ccccc1)C(=O)NNS(=O)(=O)c1ccc(CCCl)cc1
5	-10	-6	-0.2	3	12	-2	0	33*	CSc1nc(N)nc2c1ncn2C1OC(CO)C(O)C1O (centres undefined)
2	-10	-2	0.1	-3	4	1	1	3	N#CCC(=O)Nc1ccc(C(=O)NCc2cccc(Cl)c2)cc1
-3	-4	3	-2.6	-2	-2	-5	0	4	CCOc1ccc(S(=O)(=O)NCCC(=O)NCC(c2ccc(OC)cc2)N2CCCCC2)cc1 (centres undefined)

# The listing, previewed entries included:
M4 antag	CHRM1 antagonist	M5 PAM	CRFR2-BP ag	M4 PAM	M1 PAM	CHRM5 agonist	M4 ag	M5 antag	smiles
1	-19	0	-0.3	1	0	1	0	2	C[C@@H]1CCC[C@H](C)N1NC(=O)c1ccc(Cl)c(S(N)(=O)=O)c1
-14	-5	-4	-3.6	2	4	-1	1	-5	C=CCOc1ccc(C2NC(=S)NC3=C2CCc2ccccc23)cc1 (centres undefined)
-4	-8	-1	6.7	6	4	0	1	0	O=C(NNc1ccccc1)C(=O)NNS(=O)(=O)c1ccc(CCCl)cc1
5	-10	-6	-0.2	3	12	-2	0	33*	CSc1nc(N)nc2c1ncn2C1OC(CO)C(O)C1O (centres undefined)
2	-10	-2	0.1	-3	4	1	1	3	N#CCC(=O)Nc1ccc(C(=O)NCc2cccc(Cl)c2)cc1
-3	-4	3	-2.6	-2	-2	-5	0	4	CCOc1ccc(S(=O)(=O)NCCC(=O)NCC(c2ccc(OC)cc2)N2CCCCC2)cc1 (centres undefined)
19	9	-10	-1.0	-12	-2	7	26	13	Clc1ccc(-c2nc(NCCCN3CCOCC3)c3ccccc3n2)cc1
3	-2	0	-0.3	-7	0	0	0	-3	N/C(=N\OS(=O)(=O)c1ccc(Cl)cc1)c1cccnc1
-5	-9	-3	-0.1	3	6	-2	1	-9	Cc1occc1-c1nnc(SCC(=O)c2c[nH]c3ccccc23)n1C
-12	-8	-3	-0.7	-3	5	-2	5	6	O=C(NCCCN1CCCC1=O)c1cccc(S(=O)(=O)N2CCN(c3ccc(F)cc3)CC2)c1
2	-1	4	-1.1	6	6	-3	1	5	O=C(NCCCn1ccnc1)c1ccc(S(=O)(=O)N2CCOCC2)cc1
1	5	2	6.1	1	0	1	0	-4	C[C@@H]1CN([C@H](C)CO)C(=O)CCCn2nncc2CO[C@H]1CN(C)C(=O)Cc1ccccc1
1	5	23*	12	3	1	0	1	-6	CCC(C)(C)NC(=O)C(c1ccccn1)N(C(=O)c1csnn1)C1CCCCC1 (centres undefined)
-3	-2	5	-2.4	5	1	-2	1	1	CC(=O)Nc1c(O)[nH]c2ccccc12
2	-3	0	-1.5	-4	-2	-1	0	3	COc1cc(NCCCCC(C)N)c2nccc(C)c2c1 (centres undefined)
5	10	-14	-1.2	4	-9	6	11	0	Cc1ccc(NC(=O)c2ccc(F)c(S(=O)(=O)N3CCOCC3)c2)cc1F
-7	0	3	-0.3	2	5	-9	0	-22	CC(=O)N(c1ccc(C)cc1)S(=O)(=O)c1ccc(Cl)cc1
-6	-14	1	-1.5	13	14	0	0	3	N/C(=N\OC(=O)c1cccs1)c1ccccc1
6	19	10	-2.8	-10	-1	-7	0	-2	CC(=O)c1cccc(CN2CCCC(CCC(=O)NCc3ccccc3F)C2)c1 (centres undefined)
5	0	-6	3.7	-9	-3	1	15	12	COc1cc(OC)cc(C(=O)c2c(C)c(C#N)c3ccccn23)c1
9	2	-8	-1.3	-10	-2	-2	2	6	O=C(Nc1cccc(F)c1)c1sc(Cl)nc1-c1ccccc1
2	-14	5	-2.6	3	10	1	0	-8	COc1ccc(CNC(=O)C(NS(=O)(=O)c2ccc3c(c2)CCCN3C(C)=O)C(C)C)cc1 (centres undefined)
-3	0	-2	1.1	-8	4	1	4	4	O=C(CN(C(=O)c1csnn1)c1cccc2c1CCCC2)NCc1ccccc1
5	-10	-5	0.7	3	9	-1	1	0	COCc1[nH]nc2c1C(c1ccccc1Cl)C(C#N)=C(N)O2 (centres undefined)
13	-8	-1	-0.6	8	11	0	0	6	Cc1ccc(CNC(=O)C2CCCN(C(=O)N(C)C)C2)cc1 (centres undefined)
-5	-1	1	7.5	3	2	2	0	5	C/C(=N\OC(=O)c1ccc(Cl)cc1)c1sc(-c2ccccc2)nc1C
-1	14	2	0.2	-5	-3	3	0	-4	O=C1CCCC2=C1C(c1ccc(OS(=O)(=O)c3ccc(Cl)cc3)cc1)C1=C(CCCC1=O)O2
-7	-18	4	-3.1	7	10	-6	5	4	c1ccc(-c2nccnc2-c2ccccc2)cc1
-2	-8	3	11	0	10	0	2	3	N#C/C(=C\c1ccncc1)c1nc2ccccc2[nH]1
5	6	-6	-0.4	-3	-3	-3	1	-2	Cc1cc(C)n2ncc(C(=O)Nc3cccc(O)c3)c2n1
-13	-23	-1	-2.0	2	9	0	4	1	O=C1CN(C(=O)CN2CCN(S(=O)(=O)c3ccccc3F)CC2)c2ccccc2N1
-8	-28	3	-0.1	-2	5	-8	2	9	CC(=O)N1CCc2cc(S(=O)(=O)NC(CC(C)C)C(=O)Nc3ccc4c(c3)OCCO4)ccc21 (centres undefined)
0	-8	-3	1.8	1	4	-2	3	9	CC(C)(C)c1ccc(C(=O)NCC(=O)N/N=C/c2cccnc2)cc1
8	-2	4	-0.1	9	6	-2	0	8	COc1cccc(CN2CCN(C3CCOCC3)CC2CCO)c1 (centres undefined)
-7	-1	-1	-2.2	2	3	-3	0	-5	CC(C)(C)c1ccc(C(=O)NCC(=O)N/N=C/c2ccccc2OCC(=O)O)cc1
4	-7	0	-1.0	7	2	-2	1	4	O=C(O)CN1CCN(Cc2ccc(Cl)cc2)C1=O
-14	5	-9	-0.5	-2	-1	6	17	3	COC(=O)C1=C(C)N(CCc2ccccc2)C(=O)C1(NS(=O)(=O)c1ccc(NC(C)=O)cc1)C(F)(F)F (centres undefined)
-10	-11	5	0.8	17	7	-2	1	-11	CC(C(=O)N1CCc2ccccc2C1)N1C(=O)c2ccccc2C1=O (centres undefined)
1	-3	13	-0.4	9	10	-2	1	-9	COc1cnn(-c2cc(Oc3ccc(C)cc3)ncn2)c(=O)c1Cl
2	-12	3	0.6	1	5	0	-1	-1	Cc1ccc(NC(=O)CN(C)Cc2cccs2)cc1Cl
7	5	-8	.	-6	-5	3	19	12	CC(=O)Nc1cc(-c2cccc(NS(C)(=O)=O)c2)cn2c(-c3ccc(F)c(Cl)c3)cnc12
2	2	-6	-0.9	-2	-4	-2	2	4	CC(=O)N1CCOc2ccc(S(=O)(=O)N3CC(C)CC(C)C3)cc21 (centres undefined)
8	-14	3	3.1	9	16	1	1	-7	N#Cc1c(-c2cccnc2)c2c([nH]c1=S)CCCC2
2	-12	-1	-0.6	3	9	-2	1	4	O=C(CCc1nnc(CCCc2ccccc2)o1)NCCN1CCOC1=O
3	-15	-7	2.5	-2	5	0	1	6	COc1ccc(-c2csc(NC(=O)CN3C(=O)CCC3=O)n2)cc1
0	-24	0	.	-7	-8	2	-1	5	CC(C)(C)Cc1c(C2CCCCC2)nc2ccc(Br)cn12
2	-7	-11	-2.5	-5	10	3	5	1	COc1ccc(C(NC(=O)C(C)C)c2c(O)ccc3ccccc23)cc1OC (centres undefined)
-19	-8	0	1.5	10	8	0	1	-5	COc1cc(OC)c(NC(=O)CCNC(=O)Cn2ccc3ccccc3c2=O)cc1Cl
-5	1	8	-0.5	-1	3	0	0	-2	CC(C)C1CC(C(F)(F)F)n2nc(C(=O)O)cc2N1 (centres undefined)
-10	-8	6	0.6	4	7	-1	5	-6	CCOC(=O)C1(CCCc2ccccc2)CCN(C(=O)C2=C(C)OCCO2)CC1
7	-13	2	1.8	-5	7	-1	1	1	O=C(c1cc2ccccc2o1)N1CCN=C1SCc1cccc(F)c1
-2	-14	-11	-3.4	-9	7	0	3	7	Cc1ccc2c(c1)NC(=O)C(CC(=O)N(C)Cc1ccccc1)O2 (centres undefined)
-14	2	-1	8.6	2	-3	2	7	-1	O=C1CN(C(=O)c2c(F)cccc2F)C(c2ccc(F)cc2)c2cc(F)ccc2N1 (centres undefined)
7	6	2	41	-1	1	3	3	5	O=C(CNS(=O)(=O)c1ccc([N+](=O)[O-])cc1)N/N=C/c1ccc(O)cc1O
-7	-20	-5	0.9	-2	6	-1	7	7	Cc1c(NS(=O)(=O)c2cccs2)cccc1-c1nc2cccnc2s1
-1	-21	-4	.	19	2	0	0	10	FC(F)(F)c1ccccc1Cc1c(-c2cccc(Cl)c2)nc2ccc(Cl)cn12

# The results go on:
M4 antag	CHRM1 antagonist	M5 PAM	CRFR2-BP ag	M4 PAM	M1 PAM	CHRM5 agonist	M4 ag	M5 antag	smiles
-9	-1	-10	-0.5	-2	1	-5	12	7	CCOC(=O)C1=C(C)NC(C)=C(C(=O)OCC)C1C(=O)OCC(=O)NCc1ccc(F)cc1
7	8	-4	0.6	3	-2	0	1	16	CCN(C(=O)COC(=O)CCCc1nc2ccccc2s1)c1c(N)n(Cc2ccccc2)c(=O)[nH]c1=O
10	-1	-5	-0.5	3	7	3	0	11	CCO[C@@H]1OC(C(N)=O)=C[C@H](c2cn(C(C)=O)c3ccccc23)[C@H]1CCCO
-4	-13	13	-0.2	-5	4	10	0	-12	Cc1cccc2cc(/C=C/C(=O)c3ccco3)c(Cl)nc12
3	1	-8	-2.1	-7	-1	4	7	5	Cc1nn(-c2ccccc2)c(C)c1Cc1ccc(O)cc1
5	1	3	-2.6	0	0	-1	1	-5	CC1=C(C(=O)Nc2ccc(C)cc2C)C(c2ccc(C)o2)NC(=O)N1 (centres undefined)
-4	-33	2	0.2	2	7	3	2	-2	CN1c2ccccc2-c2nc3ccccc3n2C1c1ccncc1 (centres undefined)
-5	-8	-4	0.7	4	9	2	0	9	O=C(COC(=O)c1cc[n+]([O-])cc1)NC(=O)c1ccc(OC(F)F)cc1
5	13	-10	1.0	-8	-9	-2	4	9	CN(c1ccccc1)S(=O)(=O)c1ccc(NC(=O)c2ccccc2)cc1
-4	4	-2	-0.6	3	-2	0	-1	6	Cc1c(Cc2ccccc2)c(=O)oc2c(C)c(OC(C)C(=O)N[C@@H](Cc3ccccc3)C(=O)O)ccc12 (some centres undefined)
9	-2	1	-0.4	11	7	-2	1	-4	Cc1ccsc1/C=N/n1c(-c2cccnc2)n[nH]c1=S
-10	-10	-2	-0.6	-2	10	-4	1	-11	C/C(=N\NC(=O)c1ccccc1)c1ccccc1Br
-4	-2	4	-2.7	7	3	-2	0	1	OCCNC(=S)NC1CCCCC1
2	-2	-10	5.5	-3	-1	0	4	0	O=C(CCCNC(=O)/C(=C/c1ccc(Br)cc1)NC(=O)c1ccccc1)OCc1ccccc1
-6	-5	-1	3.0	3	3	-2	1	-1	Cc1cc(-c2nn(-c3ccccc3F)cc2CN2CCCC(C(N)=O)C2)c(C)s1 (centres undefined)
7	-9	-4	-0.7	-4	7	-3	1	-2	Cc1cccc(NC(=S)N/N=C/c2ccc3c(c2)OCO3)c1
